# Screening results deposited in PubChem by several laboratories.
# M1AAP inhibition – P. falciparum M1AAP inhibitors, biochemical, fluorogenic H-Leu-NHMec substrate, 1536-well (AID 1445); Aminopeptidase N (Plasmodium falciparum (isolate 3D7)); recombinant M1AAP, H-Leu-NHMec fluorogenic kinetic assay; higher % means a stronger effect; inhibition, % at 30 µM; hits with a dose series show IC50 in µM; 220,000 tested, 0.42% active;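 active = primary inhibition above the hit cutoff, then over 50% inhibition at one or more dose response concentrations, cut at about 23% in these data, passing the limit was not always enough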;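 note: plate controls were DMSO full reaction for no effect and no enzyme background for full effect; strong numbers were not always called active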
# P. falciparum M17LAP – P. falciparum M17LAP inhibitors, primary screen, biochemical, fluorogenic H-Leu-NHMec substrate, 1536-well (AID 1619). Leucine aminopeptidase (Plasmodium falciparum (isolate 3D7)). inhibition, % at 30 µM; hits with a dose series show IC50 in µM. recombinant M17LAP, H-Leu-NHMec fluorogenic kinetic assay; higher % means a stronger effect. 220,000 tested, 0.38% active;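 active = compound inhibiting the enzyme by more than half at any dose during confirmatory dose-response retesting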;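 note: plate controls were full reaction with DMSO carrier for no effect and no enzyme background for full effect; strong numbers were not always called active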
# Dynein cargo inh – inhibitors of GR-EGFP nuclear translocation, primary screen, dynein cargo transport inhibitor project, imaging, high-content, 3617.4 mouse cells. test concentration mostly 20 µM; stimulated with dexamethasone, 1 µM; stronger effect = lower value. z-score, hits read low. 220,000 tested, 0.47% active. AID 1381, 2008;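 active = plate z-score of nuclear minus cytoplasmic receptor signal below a set negative limit, without overly bright fluorescence or cell loss, cut at about -3.5 in these data, passing the limit was not always enough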;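 note: z-score of nuclear minus cytoplasmic ring GR-EGFP intensity difference per well; some compounds called inactive have numbers as strong as hits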
#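 medium = tetracycline-free induction medium containing charcoal-stripped FBS | also added = 1.0 µM final dexamethasone stimulus | schedule = 48 h induction, 1 h compound, 30 min dex at 37 °C | technique = fixed, Hoechst-stained cells imaged at 10x for EGFP | measure = GR-EGFP nuclear translocation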
# UTI89 phage lysis – inhibition of K1F phage lysis, E. coli UTI89, bacterial capsule biogenesis inhibitors, alamar blue (AID 488966); 340,000 tested, 0.02% active; E. coli UTI89 K1F phage lysis, alamar blue, 2 h; higher % means a stronger effect; inhibition, % at 100 µM; hits with a dose series show IC50 in µM;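 active = phage lysis inhibition, versus mean bacterial control, above a set limit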;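 note: capsule biogenesis inhibitors block K1F phage lysis so surviving cells raise fluorescence; higher fluorescence means more inhibition of phage lysis; actives were called in the ten point dose series up to 300 µM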
# MT stabilizer – microtubule stabilizers in HeLa cells, primary screen, imaging, high-content imaging; HeLa tubulin immunostaining HCS, 24 h; share of cells brighter than vehicle mean+2SD; % tubulin-high responders, % at 10 µM; 200,000 tested, 0.83% active;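 active = plate Z-score above 3 for both tubulin-high and condensed-nucleus cell shares, with cell loss under 80%, at 10 µM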;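 note: anti alpha tubulin signal scored within the nucleus-defined area of each cell; some results filed as inactive read as strong as hits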
# Autophagy mod – autophagy modulators in MEF cells, primary screen, imaging, high-content, MEF GFP-LC3; MEF GFP-LC3 puncta imaging; test concentration mostly 10 µM; calls only at 10 µM (by protocol); 190,000 tested, 0.98% active; AID 463193, 2010;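 active = percentage of spot-positive cells more than 3 SD above its plate mean, without a fluorescence outlier flag or 80% toxicity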;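 note: spot-positive cell cutoff set from DMSO-treated cells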
# bCat nuc transl – modulators of beta-catenin nuclear translocation, primary screen, imaging, HeLa cells, immunofluorescence, high-content. 190,000 tested, 0.3% active. nuclear translocation activity, % at 5 µM. AID 1665, 2009;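 active = nuclear translocation activity above 50% at 5 µM, with a well cell count of 50 or more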;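 note: per-cell ratio of nuclear to cytoplasmic median beta-catenin stain intensity; plate controls were DMSO negative control for no effect and GSK-3 inhibitor IX positive control for full effect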
#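 Test system: human HeLa cell line; Doses: 5 µM primary, 0.02–20 µM confirmation; Incubation: 24 h compound exposure, 37°C; Detection: beta-catenin immunofluorescence imaging with DAPI; Read-out: beta-catenin nuclear/cytoplasmic ratio, % activation.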
# Insulin prom up – insulin promoter activators in MIN6 cells, imaging, high-content screening, mouse beta cells; MIN6 insulin promoter-GFP reporter; stronger effect = higher value; z-score at 5 µM; 190,000 tested, 0.3% active; AID 1625, 2009;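 active = z-score above 3 at 5 µM with at least 500 cells counted in the well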
# CSM14.1 death rescue – rescue of cells from ER stress-induced death, primary screen, 384-well, CSM14.1, thapsigargin, ATP luminescence (AID 1222); CSM14.1 thapsigargin-induced death rescue, ATP luminescence; higher % means a stronger effect; cellular ATP content (survival), % at 20 µM; hits with a dose series show EC50 in µM; 190,000 tested, under 10 active;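 active = EC50 below 50 µM in the dose-response confirmation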;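 note: death triggered by thapsigargin at about 15 µM added after 2 h compound pretreatment; cell ATP read after overnight thapsigargin exposure of roughly 18 to 22 hours; normalized against plate controls of thapsigargin alone and 5% DMSO vehicle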
# Dynein cargo inh cytoplasmic EGFP – further read-out of Dynein cargo inh, marked with its call; z-score; measured here: cytoplasmic GR-EGFP intensity; stronger effect = higher value
# Dynein cargo inh nuclear GR-EGFP – recorded beside Dynein cargo inh, whose call it bears; z-score; measured here: nuclear GR-EGFP intensity;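 lower value marks the stronger effect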
# Dynein cargo inh cell count – second read-out of Dynein cargo inh, no call of its own (marks repeat the call); z-score; measured here: cell count per field
# Insulin prom up cell count – second read-out of Insulin prom up, no call of its own (marks repeat the call); cell count; measured here: cytotoxicity, nuclei count;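 total cells summed across four imaged fields per well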
# bCat nuc transl cell count 5 µM – further read-out of bCat nuc transl, marked with its call; cell count; measured here: cell count, cytotoxicity flag
# MT stabilizer Hoechst-high % – also measured in MT stabilizer; calls as there; % Hoechst-high responders; measured here: nuclear condensation Hoechst responders;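 share of cells brighter than vehicle mean plus two SD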
# MT stabilizer cytotoxicity % – further read-out of MT stabilizer, marked with its call; toxicity, %; measured here: cytotoxicity by cell density;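 0% = mean cell density of plate MIN control wells and 100% = no cells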
# Autophagy mod cell loss 18 h – recorded beside Autophagy mod, whose call it bears; toxicity, %; measured here: cell loss, nuclei count;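 cell loss after 18 h compound exposure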
# Numbers without * were called inactive; i = inactive; x = not tested or not shown; [ ] = dose if it differs, or a comment.
cpd	molecule	M1AAP inhibition	P. falciparum M17LAP	Dynein cargo inh	Dynein cargo inh cytoplasmic EGFP	Dynein cargo inh nuclear GR-EGFP	Dynein cargo inh cell count	UTI89 phage lysis	MT stabilizer	MT stabilizer Hoechst-high %
1	Cc1ccc(/C=N/n2cnnc2)s1	12%	19%	-0.27	-0.21	-0.66	-0.17	0.1%	1.2	1.1
2	COc1ccc(Nc2cc(C)nc(N)n2)cc1	-3%	-5%	-0.39	-0.23	0.41	-0.46	0.1%	x	x
3	O=C(CCc1nc2ccccc2c(=O)[nH]1)OCc1ccccc1F	2%	9%	0.92	-0.22	1.1	-0.78	1.1%[50 µM]	4.0	3.0
4	Clc1ccc(Nc2nc(-c3ccncc3)cs2)cc1	x	x	-0.46	-0.24	-0.28	1.1	0.9%	7.2	3.1
5	COc1ccc2cc(N=Cc3nc(-c4ccc(C)cc4)oc3O)cnc2c1	1%	2%	0.12	0.23	0.035	0.02	1.7%	9.4	1.8
6	COc1ccc(CNc2nc3nc(C)c(Cl)c(=O)n3[nH]2)cc1OC	7%	10%	0.071	-0.43	0.36	0.21	-0.4%	5.4	2.9
7	COc1ccc(-c2nnc(SC(C)C(=O)Nc3ccc4c(c3)OCCO4)o2)cc1 (stereo unspecified)	1%	4%	-0.5	-0.44	-0.36	0.21	10%	2.7	1.9
8	O=C(CSCC(=O)OCC(=O)c1ccc(Br)cc1)Nc1ccc(Br)cc1	-3%	10%	-1.1	0.6	0.15	0.41	-0.3%	3.3	2.0

cpd	MT stabilizer cytotoxicity %	Autophagy mod	Autophagy mod cell loss 18 h	bCat nuc transl	bCat nuc transl cell count 5 µM	Insulin prom up	Insulin prom up cell count	CSM14.1 death rescue
1	5.5	i	-5	1.5	1368	-0.32	1528	1.5%
2	x	x	x	-1.1	1346	-0.06	968	x
3	6.0	i	9	-0.8	1175	-0.24	1537	-1.7%
4	4.6	i	12	x	x	x	x	x
5	5.4	i	0	1.0	1017	-0.12	1238	-3.1%
6	7.2	i	14	-3.3	1152	1.4	1196	-3.9%
7	11	i	2	-0.6	1059	0.47	1879	-1.6%
8	6.0	i	9	-0.8	1316	-0.2	1519	2.2%

# The list continues:
cpd	molecule	M1AAP inhibition	P. falciparum M17LAP	Dynein cargo inh	Dynein cargo inh cytoplasmic EGFP	Dynein cargo inh nuclear GR-EGFP	Dynein cargo inh cell count	UTI89 phage lysis	MT stabilizer	MT stabilizer Hoechst-high %
9	COc1ccccc1NCC(O)Cn1c2ccccc2c2ccccc21 (stereo unspecified)	3%	4%	-0.49	1.2	0.11	-0.099	-0.1%	2.3	1.2
10	Cn1c(SCC(=O)Nc2ccc(F)cc2)nnc1-c1cccnc1	3%	14%	0.84	-0.17	0.86	-0.59	-0.4%	5.2	1.5
11	CN1CCc2c(sc(/N=C/c3ccco3)c2C(N)=O)C1	8%	-32%	-0.33	-0.21	-0.051	0.43	0.0%	2.3	1.9
12	CCN(CC)CCN1C(=O)C(=O)/C(=C(/O)c2ccc(OC)cc2)C1c1cccs1 (stereo unspecified)	4%	26%	-1.4	0.1	-0.61	-0.42	x	1.6	1.5
13	Cn1nc(C(F)(F)F)c(/C=N/OC(=O)c2ccc(Cl)cc2)c1Cl	1%	-4%	-0.27	-0.21	-0.44	0.49	0.0%	1.7	0.7
14	CCOc1cc(NC(=O)c2ccccc2[N+](=O)[O-])c(OCC)cc1NC(=O)CC(C)C	18%	-1%	0.74	-0.14	1.1	0.027	4.4%	2.4	1.9
15	Cc1cc(C(=O)NCc2cccs2)c(C)o1	15%	30%	-0.84	-0.13	-0.49	-0.42	-3.1%	1.9	2.3
16	c1ccc(OCc2nnc(-c3ccccc3)o2)cc1	5%	0%	-0.18	-0.24	-0.34	0.34	0.3%	2.5	1.8

cpd	MT stabilizer cytotoxicity %	Autophagy mod	Autophagy mod cell loss 18 h	bCat nuc transl	bCat nuc transl cell count 5 µM	Insulin prom up	Insulin prom up cell count	CSM14.1 death rescue
9	8.6	i	-8	-1.0	1166	-0.68	1311	0.9%
10	7.6	x	x	0.3	1130	x	x	x
11	8.0	i	11	0.3	1160	0.19	1098	-0.1%
12	11	i	-7	-2.3	1361	2.6	1488	-0.9%
13	2.6	i	-5	x	x	x	x	-0.7%
14	5.8	i	-19	-1.3	1356	0.32	1571	0.1%
15	4.2	i	-2	-0.9	1081	-1	1250	x
16	13	i	-7	-1.2	1042	0.12	1634	-0.9%

# Next section:
cpd	molecule	M1AAP inhibition	P. falciparum M17LAP	Dynein cargo inh	Dynein cargo inh cytoplasmic EGFP	Dynein cargo inh nuclear GR-EGFP	Dynein cargo inh cell count	UTI89 phage lysis	MT stabilizer	MT stabilizer Hoechst-high %
17	COC(=O)CN(c1ccc(C(C)C)cc1)S(=O)(=O)c1c(C)[nH]c(=O)[nH]c1=O	11%	9%	-0.23	-0.31	-0.023	0.59	0.1%	7.1	3.0
18	CCn1cc(C(=O)O)c(=O)c2cc(F)c(N3CCN(C(=S)NC(=O)c4ccccc4)CC3)cc21	0%	-3%	-0.24	-0.18	0.25	0.35	1.6%	x	x
19	Oc1ccc(-c2cn3cc(C(F)(F)F)ccc3n2)cc1	3%	-23%	0.088	-0.19	0.13	0.39	0.7%[50 µM]	5.8	1.7
20	CCOC(=O)CNC(=O)c1c(C)nn(-c2ccccc2)c1Cl	-3%	-2%	-0.15	-0.17	-0.73	1.3	2.3%	3.0	1.4
21	CC(C)Nc1nnc(SC(C)C(=O)Nc2ccc(Cl)cn2)s1 (stereo unspecified)	1%	6%	-0.43	-0.37	-0.74	-0.039	0.2%	3.3	1.9
22	Cc1ccc(-n2ncc3c(SCc4ccccc4)ncnc32)cc1	-2%	11%	0.9	-0.14	0.77	-0.52	-0.5%	8.0	2.1
23	Nc1[nH]c(=O)[nH]c(=O)c1N=Nc1cccc(Cl)c1	9%	3%	-0.05	-0.3	-0.18	0.37	0.1%	2.8	2.2
24	Cc1ccc(-c2nc(C3CCN(S(=O)(=O)c4ccc(C(F)(F)F)cc4)CC3)no2)cc1	-2%	6%	0.1	-0.12	0.46	-0.001	0.8%	5.7	3.3
25	COc1ccc(CNn2c(-c3cccc(C)c3)nc3ccccc3c2=O)cc1OC	8%	-16%	-0.7	0.031	-0.035	0.24	-0.5%	1.5	0.8
26	Cc1cc(C(=O)CN2C(=O)c3cccc(N)c3C2=O)c(C)n1Cc1cccs1	14%	-20%	-0.012	-0.11	0.68	0.63	0.5%	1.9	1.3

cpd	MT stabilizer cytotoxicity %	Autophagy mod	Autophagy mod cell loss 18 h	bCat nuc transl	bCat nuc transl cell count 5 µM	Insulin prom up	Insulin prom up cell count	CSM14.1 death rescue
17	4.7	i	4	-0.2	1106	-0.71	1009	-0.2%
18	x	x	x	0.7	1309	-0.81	1046	x
19	4.8	i	8	-1.1	904	-0.15	1244	-12%
20	0.9	i	3	x	x	0.39	1210	-2.3%
21	5.5	i	-2	-1.2	1125	-0.34	1219	1.2%
22	3.2	i	17	0.1	1043	0.09	1226	-2.5%
23	1.4	i	-8	2.0	1003	0.06	1459	-2.2%
24	12	i	22	-0.1	958	0.97	1234	-2.5%
25	5.4	i	-9	-1.0	1144	x	x	-3.6%
26	3.6	i	-16	-5.7	1280	-0.69	997	-4.1%

# Among those listed so far, these have a Cl atom.
cpd	molecule	M1AAP inhibition	P. falciparum M17LAP	Dynein cargo inh	Dynein cargo inh cytoplasmic EGFP	Dynein cargo inh nuclear GR-EGFP	Dynein cargo inh cell count	UTI89 phage lysis	MT stabilizer	MT stabilizer Hoechst-high %
4	Clc1ccc(Nc2nc(-c3ccncc3)cs2)cc1	x	x	-0.46	-0.24	-0.28	1.1	0.9%	7.2	3.1
6	COc1ccc(CNc2nc3nc(C)c(Cl)c(=O)n3[nH]2)cc1OC	7%	10%	0.071	-0.43	0.36	0.21	-0.4%	5.4	2.9
13	Cn1nc(C(F)(F)F)c(/C=N/OC(=O)c2ccc(Cl)cc2)c1Cl	1%	-4%	-0.27	-0.21	-0.44	0.49	0.0%	1.7	0.7
20	CCOC(=O)CNC(=O)c1c(C)nn(-c2ccccc2)c1Cl	-3%	-2%	-0.15	-0.17	-0.73	1.3	2.3%	3.0	1.4
21	CC(C)Nc1nnc(SC(C)C(=O)Nc2ccc(Cl)cn2)s1 (stereo unspecified)	1%	6%	-0.43	-0.37	-0.74	-0.039	0.2%	3.3	1.9
23	Nc1[nH]c(=O)[nH]c(=O)c1N=Nc1cccc(Cl)c1	9%	3%	-0.05	-0.3	-0.18	0.37	0.1%	2.8	2.2

cpd	MT stabilizer cytotoxicity %	Autophagy mod	Autophagy mod cell loss 18 h	bCat nuc transl	bCat nuc transl cell count 5 µM	Insulin prom up	Insulin prom up cell count	CSM14.1 death rescue
4	4.6	i	12	x	x	x	x	x
6	7.2	i	14	-3.3	1152	1.4	1196	-3.9%
13	2.6	i	-5	x	x	x	x	-0.7%
20	0.9	i	3	x	x	0.39	1210	-2.3%
21	5.5	i	-2	-1.2	1125	-0.34	1219	1.2%
23	1.4	i	-8	2.0	1003	0.06	1459	-2.2%
